GAA850 FXN act = increases GAA850 frataxin promoter reporter activity; HEK293 lucGAA850 FXN promoter luciferase reporter, 24 h; percent of 10 µM SAHA response; activation, % at 6 µM; 360,000 compounds, 0.56% hits;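 active means activation above the average of all compounds screened plus 3 SD, cutoff fixed separately per campaign, cut at about 7.5% in these data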;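 further: 0% = DMSO wells and 100% = 10 µM SAHA wells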
SMARCA2 activ = increases SMARCA2 function in MMTV reporter cells; MG213 cells, MMTV-luciferase reporter, dexamethasone, overnight; activation, % at 9.1 µM; 370,000 compounds, 1% hits; AID 652017; in the data active means activation above about 7.8%;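 further: 0% = vehicle wells and 100% = reference activator wells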
DAX1 inh-1 = inhibits human nuclear receptor DAX1; HEK293 Gal4-DAX1 luciferase reporter, luminescence; inhibition, % at 6.75 µM; 340,000 compounds, 0.99% hits; AID 504766;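 active means inhibition above the mean over all tested compounds plus 3 SD, cut at about 4.2% in these data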;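 further: 0% = DAX1-transfected cells with DMSO and 100% = empty-vector control cells with DMSO; inhibition shows as a rise in luminescence from relieved DAX1 repression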
Target sequence (P51843 207-470 limits assumed): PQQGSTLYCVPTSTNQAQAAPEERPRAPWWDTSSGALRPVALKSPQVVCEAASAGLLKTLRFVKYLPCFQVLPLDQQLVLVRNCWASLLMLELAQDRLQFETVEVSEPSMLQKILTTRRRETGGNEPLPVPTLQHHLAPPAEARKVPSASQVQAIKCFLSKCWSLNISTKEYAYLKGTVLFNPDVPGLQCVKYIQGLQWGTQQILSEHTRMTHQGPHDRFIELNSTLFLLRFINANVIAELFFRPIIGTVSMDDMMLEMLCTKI
hgDAF-12 ag = hgDAF-12 agonism, primary luciferase screen; HEK293 GAL4-hgDAF12 UAS-luciferase reporter, agonist luminescence; normalized to butyrate control; activation, % at 6.8 µM; 370,000 compounds, 1.8% hits;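 active means activation above a cutoff set at the mean of all screened compounds plus 3 SD, cut at about 10% in these data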;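 further: 0% = DMSO wells and 100% = sodium butyrate wells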
ssDAF-12 act = S. stercoralis DAF-12 activation, primary screen; AID 652126; activation, % at 6.8 µM; HEK293 ssDAF-12/GRIP1 lit1-tk-luc reporter, luminescence; % of 3 µM dafachronic acid response; 370,000 compounds, 1% hits;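 active means activation above the mean over all tested compounds plus 3 SD, cut at about 0.9% in these data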;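 further: 0% = DMSO-only wells and 100% = 3 µM delta7-dafachronic acid wells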
ADAM10 inh = inhibitors of human ADAM10. recombinant ADAM10, EDANS/DABCYL FRET peptide cleavage, 3 h. O14672. AID 720582. inhibition, % at 7 µM. 370,000 compounds, 0.62% hits;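 active means inhibition above a per-campaign cutoff equal to the mean of compounds falling between control-based bounds plus 3 SD, cut at about 20% in these data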;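 further: 0% = DMSO wells while the 100% control is not disclosed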
DAX1 inh-2 = DAX1 (NR0B1) inhibition, primary screen. AID 652010. inhibition, % at 6.8 µM. HEK293T StAR-luciferase reporter, SF-1/DAX-1 repression relief. 370,000 compounds, 1.1% hits;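 active means inhibition above the mean over all tested compounds plus 3 SD, cut at about 3.6% in these data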;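 further: 0% = DAX-1 cells with DMSO and 100% = cells lacking DAX-1 with DMSO; higher inhibition means more luminescence from relief of DAX-1 repression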
NPR1 activator = GC-A (human) enzyme activation; P16066; HEK293 GC-A cells, cGMP TR-FRET, EC30 ANP; 0% at EC30 ANP, 100% saturating ANP; activation, % at 10 µM; 370,000 compounds, 0.14% hits; in the data active means activation above about 40%
ADAM17 inh = ADAM17 inhibition, QFRET primary screen; recombinant ADAM17, EDANS/DABCYL FRET peptide cleavage; P78536; inhibition, % at 6.95 µM; 370,000 compounds, 0.83% hits;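 active means inhibition above the mean of compounds lying between control limits plus 3 SD, set per campaign, cut at about 8.5% in these data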;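 further: 0% = DMSO-only wells as the low control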
Target sequence (P78536 215-824 limits assumed): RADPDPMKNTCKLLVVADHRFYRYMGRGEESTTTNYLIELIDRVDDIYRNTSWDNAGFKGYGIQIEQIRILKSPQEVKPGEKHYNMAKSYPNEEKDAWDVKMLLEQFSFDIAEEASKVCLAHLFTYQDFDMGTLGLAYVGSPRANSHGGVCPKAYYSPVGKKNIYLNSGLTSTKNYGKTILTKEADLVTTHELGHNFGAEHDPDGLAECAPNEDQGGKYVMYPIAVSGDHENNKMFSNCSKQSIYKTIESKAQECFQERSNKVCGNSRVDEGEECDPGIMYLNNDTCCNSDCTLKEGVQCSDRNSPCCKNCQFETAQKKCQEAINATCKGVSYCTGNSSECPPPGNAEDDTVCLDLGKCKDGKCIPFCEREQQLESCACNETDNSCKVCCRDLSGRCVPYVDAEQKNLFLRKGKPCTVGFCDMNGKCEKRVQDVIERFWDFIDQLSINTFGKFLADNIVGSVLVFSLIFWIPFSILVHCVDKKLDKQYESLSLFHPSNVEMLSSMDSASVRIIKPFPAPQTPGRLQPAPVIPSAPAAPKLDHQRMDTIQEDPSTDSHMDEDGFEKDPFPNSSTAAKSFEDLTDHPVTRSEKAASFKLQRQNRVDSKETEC
hcDAF-12 act = activators of H. contortus DAF-12 nuclear receptor; HEK293 hcDAF-12 lit1-tk-luc reporter, luminescence; 0% DMSO, 100% Δ7-dafachronic acid; activation, % at 6.8 µM; 370,000 compounds, 1.4% hits;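 active means activation above the mean of all tested compounds plus 3 SD, cut at about 5.5% in these data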;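 further: 100% = response to 3 µM Δ7-dafachronic acid high control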
PG9 Ab binder = PG9 antibody binding by small molecule; 360,000 compounds, 0.43% hits; TR-FRET gp120-PG9 antibody binding; inhibition, % at 6.7 µM; in the data active means inhibition above about 8.5%
* marks the source's active call; other numbers are inactive results; nt = not tested or not shown.

Each structure is followed by: GAA850 FXN act	SMARCA2 activ	DAX1 inh-1	hgDAF-12 ag	ssDAF-12 act	ADAM10 inh	DAX1 inh-2	NPR1 activator	ADAM17 inh	hcDAF-12 act	PG9 Ab binder
> COc1ccccc1NC(=O)CC1CCCC1
  -1.8	-1	0.5	1.1	-0.2	-6	-0.1	-3	1	0.0	-1.2
> CCOc1ccc(Cn2nnc(C(=O)Nc3cc(OC)cc(OC)c3)c2N)cc1
  0.2	-2	3.5	0.0	-1.1	0	-0.6	3	4	0.6	-0.5
> CCOn1c(SC(C)C)nc2ccccc2c1=O
  2.5	-2	0.2	-2.3	-1.2	-4	-0.3	4	-4	0.5	1.0
> Cn1nc(-c2ccc(N3CCOCC3)c(NS(=O)(=O)c3ccc(Cl)cc3)c2)c2ccccc2c1=O
  -0.7	0	-0.8	-1.2	-1.0	10	-0.2	3	-1	-1.5	0.1
> Cc1ccc(NC(=O)C(C)OC(=O)CSc2ccccc2)cc1 (stereo not given)
  -0.3	-3	-0.8	-2.2	-0.4	-9	-0.5	8	5	0.7	-1.0
> COC(C(=O)Nc1ccc(Cl)cc1C)c1ccccc1 (stereo not given)
  2.1	3	0.2	0.2	-1.5	0	-0.7	4	1	0.3	-1.4
> CCN(CC)c1ccc(NC(=O)CSc2nnc(N)s2)cc1C
  -1.8	2	2.1	6.4	-1.2	-7	-2.8	-10	-2	1.3	-7.6
> O=C1Nc2ccc(Br)cc2/C1=C/C1CC=CCC1 (stereo not given)
  4.5	-3	-0.5	2.6	1.0*	7	-0.8	-6	3	1.9	-1.3
> CC(=O)c1c(C)[nH]c(C(=O)CN2CCN(S(=O)(=O)c3ccccc3F)CC2)c1C
  -0.3	-2	-0.3	-2.5	-1.8	-7	-2.6	-4	0	-2.6	-0.7
> O=C(Nc1c2c(nn1-c1ccc(F)cc1)CS(=O)C2)C12CC3CC(CC(C3)C1)C2 (stereo not given)
  1.4	-3	-1.1	-1.8	-0.8	3	-0.2	0	-6	-0.3	0.7
> CC(C)(C)N(Cc1ccccc1)C(=O)COC(=O)C1CCN(c2ccc(C(F)(F)F)cn2)CC1
  -0.5	1	1.2	-0.6	-0.7	-3	3.0	-1	4	-2.5	-2.7
> CCCN1C(=O)SC(CC(=O)Nc2ccc(C)cc2)C1=O (stereo not given)
  -0.7	4	1.6	0.4	-1.2	2	-0.4	11	-3	-0.7	-0.6
> O=C(COC(=O)CCc1nc2ccccc2c(=O)[nH]1)Nc1ccc(OC(F)(F)F)cc1
  2.3	-1	-0.6	1.8	-0.4	-10	0.4	-5	-6	0.2	-0.3
> CCOC(=O)c1c(N)nn(C(=O)c2ccccc2F)c1-c1ccc(OC)cc1
  0.6	-2	-1.0	0.7	-1.9	8	-1.0	-2	-1	-1.3	0.5
> Cn1cccc1CC(=O)NNC(=S)Nc1ccccc1Cl
  3.9	8.3*	0.7	3.5	-0.7	8	-0.3	-7	2	-1.7	-3.1
> O=C(c1cccc(C(=O)N2CCN(Cc3ccccc3)CC2)c1)N1CCN(Cc2ccccc2)CC1
  -2.1	-2	-1.5	-3.7	-1.6	4	-1.6	-2	-1	-3.1	-1.3
> Cc1ccc(NC(=O)c2cc(-c3ccc(F)cc3)on2)cc1C
  -0.4	2	6.1*	1.1	-1.6	-1	0.1	7	-3	-1.7	-1.8
> CC(C)(C)C(=O)Nc1sc2c(c1C#N)CCC2
  1.6	-4	-0.6	-4.6	-0.6	3	0.0	0	2	0.7	-0.6
> c1ccc(-c2oc3ncnc(NCCCN4CCOCC4)c3c2-c2ccccc2)cc1
  3.4	-2	-0.1	-0.6	-1.8	-198	0.2	2	-46	-0.7	-1.5
> O=C1N/C(=N\S(=O)(=O)c2ccccc2)S/C1=C\c1cc([N+](=O)[O-])ccc1O
  -0.2	0	1.0	2.1	-0.7	16	-0.1	10	1	-1.4	0.9
> COc1cc(/C=C/CO)cc(OC)c1O[C@@H]1O[C@H](CO)[C@@H](O)[C@H](O)[C@H]1O
  0.8	-1	2.7	1.7	-1.3	-13	0.7	-1	-8	0.0	1.2
> C[C@H](CO)N1C[C@H](C)[C@@H](CN(C)S(=O)(=O)c2ccc3c(c2)OCCCO3)OCc2cnnn2CCCC1=O
  -0.8	-4	0.4	-0.3	-0.8	-9	0.8	2	2	-0.5	0.8
> COc1ccc(C2=CN3CCCCC3CC2=O)cc1OC (stereo not given)
  1.5	3	0.9	6.6	-1.1	3	1.0	-2	-3	-0.9	-3.7
> Cc1ccc(-c2sc(C(=O)NN)c(C)c2C#N)cc1
  -0.1	-5	3.7	-1.1	-1.4	-11	0.4	-7	4	-1.6	0.0
> CCC(=O)NC(Nc1ccccn1)(C(=O)OC)C(F)(F)F (stereo not given)
  1.9	2	-0.3	-1.6	-1.7	-4	0.1	-1	1	-1.3	-0.4
> CCCCC/S(CC1CC1(Cl)Cl)=N\S(=O)(=O)c1ccc(C)cc1 (stereo not given)
  2.3	1	0.0	-1.7	-0.8	3	-1.0	-7	0	-1.9	0.0
> Cc1ccc(S(=O)(=O)NCCC(=O)NC2CCCCC2C)cc1 (stereo not given)
  0.9	0	1.1	2.6	-1.4	-2	0.1	-2	0	-0.4	-2.1
> Cc1[nH]c2ccccc2c1C(=O)CSC(=S)N1CCCCC1
  4.7	-1	-0.2	6.3	-0.6	17	1.9	7	11*	3.1	-3.2
> Cc1ccccc1NC(=O)CN(c1ccc(F)cc1)S(C)(=O)=O
  -0.1	-1	1.2	0.8	-0.7	-1	-0.2	3	-4	-0.3	-1.1
> O=[N+]([O-])c1ccc(COc2ccccc2CN2CCCC2)cc1
  -2.8	-4	0.3	2.6	-0.8	-8	2.2	1	-3	-0.2	0.6
> O=c1cc(-c2ccccc2)n(S(=O)(=O)c2ccc3ccccc3c2)o1
  2.2	0	1.8	1.1	-0.7	2	0.1	1	-4	-1.2	-2.7
> COc1ccc(CCn2c(NN)nc3c2c(=O)[nH]c(=O)n3C)cc1
  -4.2	-3	-1.8	3.2	-0.3	-78	-1.6	-3	-21	-0.5	-1.2
> CN1CC[n+]2c(CN3C(=O)c4ccccc4C3=O)csc21
  2.1	0	0.7	2.2	-1.0	1	0.4	-2	-2	-0.1	0.8
> CC(=O)Nc1ccc(N=Cc2c(O)c3ccccc3oc2=O)cc1
  2.5	2	-0.1	-0.9	-0.7	4	-0.4	7	-3	-0.2	0.3
> CCS(=O)(=O)Nc1ccccc1C(N)=O
  -1.2	-3	0.8	1.1	-1.5	-234	0.1	4	-73	-1.7	-1.1
> C=C(C)C1Cc2c(C)nn(-c3nc(C)cc(C)n3)c2C1 (stereo not given)
  -1.0	-1	-0.7	-6.3	-0.8	-3	-0.5	3	-4	-0.8	0.2
> CC/C=C\[C@H](O)[C@H](O)C1=C(C)C(=O)[C@]2(O1)C(=O)N[C@@](OC)(C(=O)c1ccccc1)[C@@H]2O
  nt	-2	nt	-0.8	-1.1	-7	-0.7	2	-6	1.5	nt
> C/C(=N\NC(=O)C(C)Sc1ccccc1)C(C)(C)C (stereo not given)
  -1.2	-5	0.8	-2.4	-1.0	-10	-0.5	0	-4	-2.2	-1.8
> S=C(NN=C1C2CC3CC(C2)CC1C3)Nc1ccccc1
  -1.8	1	-0.1	3.8	1.2*	2	1.6	2	-3	6.1*	-0.3
> O=C(/C=C/c1ccc(S(=O)(=O)N2CCOCC2)cc1)N1CCCCC1
  1.4	-2	0.4	-1.3	-1.1	-9	0.2	-1	2	1.4	-1.2
> CCN(CC)c1nc2ccccc2[nH]1
  0.2	-5	-0.8	0.2	-0.7	7	-0.1	-3	8	2.0	0.6
> CCc1ccc(NC(=O)C2CCCCC2C(=O)O)cc1 (stereo not given)
  -1.1	-2	0.9	0.2	-2.2	-4	0.2	-3	-3	-1.2	1.7
> O=C(CN(C(=O)CCC(=O)Nc1ccccn1)c1ccc2c(c1)OCO2)NCc1ccc(F)cc1
  0.0	-2	0.6	1.0	-1.1	1	0.1	-1	1	-1.0	-1.4
> Cc1ccc(S(=O)(=O)N2CC(CBr)=CCC2c2ccccc2)cc1 (stereo not given)
  nt	4	nt	1.6	-0.7	-2	2.2	-3	1	-1.0	-0.5
> COc1ccc(S(=O)(=O)CCC(=O)N(C)c2ccc(OC)cc2OC)cc1
  -0.4	6	0.1	-0.1	-0.9	2	0.2	-7	-2	-1.3	-1.3
> O=C(O)CC(O)(CC(=O)O)C(=O)O
  -1.4	0	0.6	-2.8	-1.2	-3	-1.0	-1	5	-1.2	1.3
> COC(C(=O)N1CCC(CCC(=O)Nc2ccccc2)CC1)c1ccccc1 (stereo not given)
  1.2	0	-1.0	7.9	0.0	-1	-0.5	-3	-7	4.1	-2.3
> O=C(c1ccco1)N1C2C=CC(C2)C1(C(F)(F)F)C(F)(F)F (stereo not given)
  -0.6	1	0.3	-1.4	-1.1	-1	0.2	1	0	-0.5	-0.2
> COc1ccc(C/C(C)=N\NC(=O)c2cn(C)c3ccccc23)cc1OC
  -3.0	-2	-5.3	1.8	-1.3	0	-1.2	2	0	-1.1	-0.9
> COc1ccc(-c2cc(C(=O)N(C)CC(=O)Nc3ccccc3C(F)(F)F)c3ccccc3n2)cc1OC
  -4.5	0	-1.2	-4.8	-1.0	-78	-3.4	5	-18	0.4	1.7
> CCCn1c(SCCN2C(=O)c3ccccc3C2=O)n[nH]c1=O
  0.2	-3	-0.6	1.0	-0.7	-1	-0.5	0	-5	-2.2	-0.1
> CC(=O)Nc1nc2cc3c(cc2s1)OCO3
  2.3	2	1.8	13*	-0.7	-4	3.2	5	2	3.8	0.8
> O=C(COC(=O)CSc1ccc([N+](=O)[O-])cc1)NCc1cccs1
  -1.4	-3	1.1	4.2	-1.1	8	1.8	1	1	0.2	-0.2
> COCC1CCN(C(=O)c2cc(COc3ccc(C)c(C)c3)on2)C1 (stereo not given)
  1.2	0	-0.1	-0.1	-0.7	-7	-0.2	4	-1	0.0	-0.5
> CCNC(=O)c1ccccc1-c1nc(-c2ccccc2)no1
  1.1	-2	-0.6	1.2	-0.3	0	-0.4	3	1	-0.3	-0.5
> COc1ccc(NS(=O)(=O)c2cccc(C(=O)NCC3(N(C)C)CCCCC3)c2)cc1
  0.4	3	-0.6	-0.1	-1.3	5	1.6	-16	0	-1.6	0.9
> COc1ccc(/C=N/NC(=O)CNS(=O)(=O)c2ccc(C)cc2)cc1
  3.8	-2	2.4	2.4	-0.9	-2	-0.6	4	1	1.7	-1.6
> Cc1ccc(S(=O)(=O)N(C)CC(=O)OCC(=O)N2CCN(c3ccccc3)CC2)cc1
  -4.4	-2	0.7	3.4	-0.5	0	-0.6	-1	3	-0.6	1.6

From PubChem BioAssay
